High-throughput results as filed in PubChem.
FID counter: fluorescent intercalator displacement, NS3 helicase counter-screen; DNA fluorescent intercalator displacement, fluorescence; 0.17% of 290,000 active; inhibition, % at 7.9 µM; in the data active = inhibition above about 37%;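 also: 0% = vehicle and 100% = reference compound; higher means more ethidium bromide displaced from hairpin DNA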
HCV NS3 hel inh: HCV NS3 helicase inhibition; NS3 helicase DNA unwinding, Cy5 molecular beacon fluorescence; inhibition, % at 10.9 µM; 0.56% of 290,000 active; AID 1800;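 active = inhibition above the mean of all tested compounds plus 3 SD, set per campaign, cut at about 35% in these data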;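 also: 0% = DMSO wells and 100% = thioflavine S control wells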
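Assay system: hepatitis C virus NS3 helicase domain fragment enzyme. Also added: annealed dual-labelled DNA beacon duplex, ATP-started. Timing: 1 h reaction at 25 °C, ATP-initiated. Technique: Cy5 fluorescence at 0 and 60 min, beacon hairpin quenching. Evaluation: % inhibition of unwinding. Replication: one well per compound.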
OXTR agonist: human OXTR agonism. activation, % at 3 µM. P30559. 0.32% of 320,000 active. CHO-OTR cells, Fluo-8 calcium fluorescence; normalized: DMSO 0%, oxytocin 100%;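 active = activation above the mean of all tested compounds plus 3 SD, cutoff set per screening run, cut at about 20% in these data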;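 also: peak over basal fluorescence ratio from a 100 s FLIPR kinetic read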
Target sequence (P30559 whole entry, looked up): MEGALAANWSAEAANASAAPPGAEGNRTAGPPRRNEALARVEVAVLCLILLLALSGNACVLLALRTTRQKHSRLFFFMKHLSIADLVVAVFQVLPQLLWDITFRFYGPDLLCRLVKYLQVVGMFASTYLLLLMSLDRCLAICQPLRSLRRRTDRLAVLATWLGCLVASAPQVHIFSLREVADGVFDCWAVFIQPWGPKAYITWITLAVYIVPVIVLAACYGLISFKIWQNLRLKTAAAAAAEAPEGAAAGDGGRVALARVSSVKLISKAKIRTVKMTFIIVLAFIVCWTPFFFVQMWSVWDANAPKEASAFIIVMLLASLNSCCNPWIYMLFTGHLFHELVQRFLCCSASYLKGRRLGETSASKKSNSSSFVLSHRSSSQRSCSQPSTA
PHOSPHO1 block: PHOSPHO1 (human) inhibition. inhibition, % at 13.3 µM. AID 1565. Q8TCT1. 1.1% of 290,000 active. recombinant PHOSPHO1, absorbance phosphatase assay; in the data active = inhibition above about 60%
Target sequence (Q8TCT1 whole entry, looked up): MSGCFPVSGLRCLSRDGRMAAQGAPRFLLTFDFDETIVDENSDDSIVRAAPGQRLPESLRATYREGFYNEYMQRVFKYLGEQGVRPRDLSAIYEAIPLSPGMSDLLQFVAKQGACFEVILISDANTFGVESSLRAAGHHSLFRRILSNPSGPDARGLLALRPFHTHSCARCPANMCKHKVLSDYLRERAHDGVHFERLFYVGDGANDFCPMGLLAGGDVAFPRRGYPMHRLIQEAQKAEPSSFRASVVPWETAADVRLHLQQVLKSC
VIM-2 inh: blocks Pseudomonas aeruginosa VIM-2 metallo-beta-lactamase | purified VIM-2, nitrocefin hydrolysis, epi-absorbance fluorescence | 0.89% of 290,000 active | inhibition, % at 5.6 µM;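 active = inhibition above the mean of all tested compounds plus 3 SD, cutoff set per screening run, cut at about 7.5% in these data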;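 also: red hydrolysis product quenches plate fluorescence so inhibitors raise well fluorescence; 0% = enzyme with DMSO and 100% = DMSO without enzyme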
IMP-1 inh: inhibitors of Pseudomonas aeruginosa IMP-1 metallo-beta-lactamase | purified IMP-1, nitrocefin hydrolysis, epi-absorbance fluorescence | inhibition, % at 5.6 µM | 0.45% of 290,000 active;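 active = inhibition above the mean plus 3 SD of all compounds in the same screening run, cut at about 4.5% in these data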;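 also: 0% = IMP-1 with DMSO and 100% = DMSO wells lacking enzyme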
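System: purified recombinant IMP-1 beta-lactamase. Medium: Zinc- and detergent-supplemented HEPES buffer, pH 7.1. Compound: one 5.6 µM dose […]. Schedule: 15 min preincubation plus 25 min reaction at 25 °C. Technique: Epi-absorbance fluorescence, 480 nm excitation, 530 nm emission.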
GPR7 antagonist: antagonists of human GPR7 (neuropeptides B/W receptor 1); P48145; 1.1% of 290,000 active; inhibition, % at 4.4 µM; GPR7-expressing cells, fluorescence antagonist assay; in the data active = inhibition above about 16%, passing the limit was not always enough;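 also: cells stimulated with the agonist NPW; 0% = agonist with vehicle and 100% = vehicle without agonist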
Target sequence (P48145 whole entry, looked up): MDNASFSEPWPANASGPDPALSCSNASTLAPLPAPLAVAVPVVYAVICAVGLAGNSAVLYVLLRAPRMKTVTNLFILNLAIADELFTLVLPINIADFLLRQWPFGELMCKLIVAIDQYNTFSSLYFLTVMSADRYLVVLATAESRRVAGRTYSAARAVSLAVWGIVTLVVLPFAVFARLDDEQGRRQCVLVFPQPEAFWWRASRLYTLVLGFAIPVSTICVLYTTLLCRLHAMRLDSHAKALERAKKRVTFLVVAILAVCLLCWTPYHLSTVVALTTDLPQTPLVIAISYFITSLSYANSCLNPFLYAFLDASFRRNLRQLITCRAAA
GalR3 antagonist: blocks the human galanin receptor 3 | O60755 | HEK293 GalR3-CNG cAMP membrane potential fluorescence; galR3 body fused to GalR1 C-terminus | inhibition, % at 3 µM | 0.44% of 360,000 active;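 active = inhibition above the screen-wide average plus 3 SD, cut at about 13% in these data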;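 also: forskolin and galanin both at EC90 stimulate the cells; cAMP rise reported by CNG channel membrane potential dye signal; 0% = forskolin plus galanin with DMSO and 100% = forskolin alone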
V1aR counter: V1a receptor agonism, counter-screen for OXTR agonists; P37288; CHO-V1R cells, Fluo-8 calcium fluorescence, agonist mode; 0% DMSO, 100% 3 nM vasopressin; activation, % at 3 µM; 0.25% of 320,000 active; AID 2797;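 active = activation above the mean activation of all tested compounds plus 3 SD, per screening run, cut at about 20% in these data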;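 also: signal is peak over basal fluorescence ratio across a 100 second FLIPR read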
* marks the source's active call; other numbers are inactive results; · = not tested or not shown.

The line under a structure holds: FID counter, HCV NS3 hel inh, OXTR agonist, PHOSPHO1 block, VIM-2 inh, IMP-1 inh, GPR7 antagonist, GalR3 antagonist, V1aR counter
1. COC(=O)C1(C(C[N+](=O)[O-])c2ccco2)C(=O)NCC1c1ccccc1 (stereo unspecified)
 : -5, 3, -0.4, 32, -2.1, -2.8, -9, -3, 1.0
2. Nc1nc(CSc2nnc(-c3cccc(F)c3)n2-c2ccccc2)nc(N2CCOCC2)n1
 : -8, -8, 0.3, -19, -2.2, -0.4, 1, -3, -0.2
3. Cc1ccc(NC(=O)CN(C)C(=O)c2cc3ccccc3o2)cc1
 : 0, -2, -0.1, 48, -1.4, -0.6, -5, 0, 0.8
4. COCCN(CCOC)C(=O)c1ccc(CSc2nc3ccccc3s2)cc1
 : -44, -11, 7.0, 33, 0.1, -2.2, -4, -3, 8.4
5. COc1cc(OC)c(/C=N/n2c(C)nnc2C)c(OC)c1
 : -1, 14, 0.6, -14, -1.9, -0.6, -6, 4, 0.5
6. Cc1ccc(C)c(CSCC(=O)NCc2cccs2)c1
 : -24, -3, -2.0, -11, -1.9, -1.8, -4, -3, -1.6
7. Cc1ccc(S(=O)(=O)CCC(=O)NC2CCCC2)cc1
 : -11, 1, -0.1, 8, -1.8, -3.8, -6, 1, -0.3
8. O=c1[nH]c(CSc2ncc(C(F)(F)F)cc2Cl)nc2cc(C(F)(F)F)ccc12
 : -3, 14, 0.7, 2, -2.1, -2.9, -14, 3, 0.5
9. O=C(Nc1ccccc1)Nc1snnc1C(=O)Nc1cccc(O)c1
 : -9, -4, ·, -36, 0.7, -1.8, -23, -6, ·
10. O=C(CN1CCCCCC1)N1c2ccccc2C=Cc2ccccc21
 : 3, 3, -0.3, -9, -2.0, -5.6, -9, 3, 0.2
11. CC(C)CCn1c(=O)c2ccccc2n2c(CN3CCCC3)nnc12
 : -6, 5, -1.7, 10, 1.6, 0.5, 7, -7, 0.0
12. O=C(NC1CCCC1)C(c1ccncc1)N(C(=O)c1csnn1)c1ccc(F)c(Cl)c1 (stereo unspecified)
 : -15, -9, 0.0, 22, -1.0, -3.9, -1, -10, 0.0
13. COc1cccc(N2CCN(S(=O)(=O)c3cccc4nsnc34)CC2)c1
 : -5, 4, -0.4, -31, -1.2, -2.0, -12, -2, -0.5
14. Cc1cc(=O)nc2c3ccccc3n(C(C)C(=O)Nc3cc(F)ccc3F)n12 (stereo unspecified)
 : -8, -6, -1.7, 51, 0.2, -0.9, -12, -7, -1.0
15. O/N=C/c1cc(Cl)ccc1OCc1cccc2ccccc12
 : -5, -9, -0.5, -11, -5.7, -0.9, -6, ·, -0.1
16. COCCNC(=O)c1ccc(CS(=O)(=O)c2ccc(Cl)cc2)o1
 : -9, 2, 0.3, 2, 1.4, 1.3, -9, 2, 1.3
17. Cc1ccc(NC(=O)CCN2C(=O)c3ccccc3C2=O)c(C)c1
 : -14, -11, -1.5, 36, -0.3, -3.4, -13, -8, -0.3
18. CC(C)(C)C(=O)Nc1nnc(CCc2ccccc2)s1
 : -27, 15, -2.1, 14, 1.6, -3.8, 7, -7, 0.3
19. FC(F)(F)c1cc(-c2ccco2)nc(-n2cnc3ccccc32)n1
 : -3, 1, -0.5, 16, -2.6, -3.4, -6, -5, 0.6
20. O=C(Nc1cccc(-c2cnc3ccccc3n2)c1)C1CC(=O)N(c2ccccc2)C1 (stereo unspecified)
 : -28, -8, 11, 32, -1.6, -0.9, -11, 0, 11
21. O=C(Nc1cccc(C(=O)N2CCOCC2)c1)c1ccccc1Cl
 : -4, 2, 0.0, -6, -0.4, -1.6, -10, -3, 0.7
22. CCS(=O)(=O)N1CCN(C(=O)C(c2ccccc2)c2ccccc2)CC1
 : -8, -6, 0.9, -9, 2.3, -3.4, -6, -2, 0.6
23. C=CCn1cc(-c2ccc(Cl)cc2)cc(C#N)c1=O
 : -1, 2, -1.9, -9, -4.8, -2.7, -6, -3, 0.5
24. CC1CCN(S(=O)(=O)c2ccc3c(c2)N(CC(=O)NCCCN2CC(C)CC(C)C2)C(=O)CS3)CC1 (stereo unspecified)
 : 19, -32, -0.8, 13, 0.9, -2.0, 2, -8, 0.1
25. Cc1onc(-c2c(F)cccc2Cl)c1C(=O)c1ccc(F)cc1
 : -9, 3, -2.1, 29, -3.0, -2.4, -17, 4, -1.5
26. O=C(NC1=NCCS1)C1CC(=O)N(c2ccccc2)C1 (stereo unspecified)
 : 2, -4, -1.0, 29, -0.4, -1.6, 2, -1, 0.5
27. Cn1cc(S(=O)(=O)N2CCC3(CC2)OCCO3)c(=O)n(C)c1=O
 : -4, -2, 0.1, 8, 0.8, -1.0, 0, ·, 1.5
28. Cc1c(Cl)c([N+](=O)[O-])nn1CCCC(=O)Nc1cccnc1
 : 2, 1, 0.2, 17, 0.2, -1.8, -13, -7, 0.6
29. COc1ccccc1OCCSc1nc(N)cc(N)n1
 : -10, -3, -0.5, 7, -1.7, -2.1, -7, -4, 0.4
30. CCn1c(SCC(=O)NNC(=O)c2ccco2)nnc1-c1ccco1
 : -1, -2, -0.3, 16, -2.9, -2.1, -3, 3, 0.1
31. O=C(NCCN1CCN(C(=O)NC2CCCCC2)CC1)NC1CCCCC1
 : -2, 2, 0.0, 18, 2.3, -0.8, -10, 0, 0.2
32. Cc1ccc(C)c(-n2c(SCC(=O)N3CCCC3)nnc2-c2ccccn2)c1
 : -29, -1, 1.3, -7, 0.1, -0.4, 0, -5, -0.5
33. O=C(Oc1ccc2ccc(=O)oc2c1)C1CCCCC1
 : -14, 6, -2.2, 10, -4.9, -1.4, -10, -4, -1.0
34. COc1cc(C(=O)OCC(=O)Nc2ccc(F)cc2F)cc(OC)c1OC
 : -5, 9, 0.2, 23, -3.6, -6.3, -14, 0, 0.1
35. CCN(CC)C(=O)C[n+]1cccc(/C=N/O)c1
 : -2, 9, 0.4, 8, -2.4, -2.0, -10, -6, 1.5
36. COCCNC(=O)c1cc(S(=O)(=O)N(C)c2ccccc2OC)ccc1C
 : -9, 4, 0.1, 12, 0.0, -1.8, -8, -4, 0.3
37. Cc1ccc(N(CC(=O)Nc2c(C)cccc2C)S(C)(=O)=O)cc1
 : -8, 8, 0.2, 24, -2.2, -0.7, 0, -10, 0.9
38. O=C(COCC(=O)Nc1cccc(C(F)(F)F)c1)Nc1cccc(C(F)(F)F)c1
 : 4, -11, 1.3, 35, -0.4, -3.8, -16, -4, 0.1
39. Cn1c2c(c(=O)n(C)c1=O)C(NC(=O)c1cccs1)(C(F)(F)F)C(=O)N2 (stereo unspecified)
 : -2, 1, 0.1, 21, -2.9, -3.3, -8, -1, 0.8
40. Cc1cc(C(F)(F)F)n(-c2nc(C(=O)Nc3ccccc3Oc3ccccc3)cs2)n1
 : -2, 5, ·, 3, -2.4, -4.5, -11, ·, ·
41. COc1ccc(N(C(C)=O)c2nc3ccccc3[nH]2)cc1
 : -5, -4, 0.5, 14, -2.0, -0.9, -15, -3, 0.2
42. CCOC(=O)Cc1nnc(NC(=O)C(CC)Sc2nc(C)cc(=O)[nH]2)s1 (stereo unspecified)
 : 3, -7, -0.7, -6, -1.5, -3.6, -10, 3, 0.8
43. O=C(NC(N1CCOCC1)C(Cl)(Cl)Cl)c1ccco1 (stereo unspecified)
 : 3, -23, -1.2, -5, -2.7, -0.4, 9, 4, 1.1
44. Cc1[nH]c2ccccc2c1-c1csc(NC(=O)CSCCO)n1
 : 10, -10, 6.3, 52, -0.1, -3.5, -4, -6, 3.7
45. Cc1cc(NC(=O)NCC(F)(F)F)no1
 : -1, -5, 0.5, 0, 1.1, -3.5, -11, 0, -0.7
46. CC1CCN(C(=S)c2ccc(-c3ccc(Cl)cc3Cl)o2)CC1
 : -3, 23, -0.9, 46, -4.0, -2.3, -9, -3, 0.2
47. CC(=O)NS(=O)(=O)c1ccc(NC(=O)c2ccc3c(c2)OCO3)cc1
 : -3, 15, ·, 24, -3.0, -2.4, -1, -4, ·
48. COc1nc(NCc2cccnc2)nc(NC2CCCCC2)n1
 : -31, -1, -1.4, -11, -4.4, -3.3, -7, -4, -0.8
49. CCOc1ccc2ccccc2c1CNc1nnnn1C
 : -9, 9, 0.0, 24, -3.1, -1.6, -3, -5, 2.1
50. O=C(N/N=C/c1ccccn1)c1ccc(S(=O)(=O)N2CCCCCC2)cc1
 : -11, -13, -0.5, -24, -2.4, -2.7, 6, -5, 0.2
51. COc1cc(SC#N)ccc1N=Cc1c(C)[nH]n(-c2ccc(C)c(C)c2)c1=O
 : -3, 11, -1.4, -32, -4.4, -2.6, 0, 1, 1.3
52. Cc1ccc(CCNS(=O)(=O)c2ccc3c(c2)C(C)(C)C(=O)N3C)cc1
 : -36, -11, -0.4, 28, -1.7, -4.3, 3, ·, 1.3
53. O=C1CSC(c2ccccc2)N1CC12CC3CC(CC(O)(C3)C1)C2 (stereo unspecified)
 : -12, 0, -0.1, 48, -0.2, -4.1, -3, -6, -0.4
54. COc1cc(/C=C/C(=O)OCC(=O)NCc2cccs2)ccc1OC(F)F
 : -16, 8, -1.3, -6, 2.7, 1.3, 4, 4, 1.5
55. COc1cc(OC)c2ccc(=O)oc2c1C(CC(=O)N1CCCC1)c1ccc(N(C)C)cc1 (stereo unspecified)
 : ·, ·, 0.6, 36, ·, ·, ·, 4, 0.1
56. COCCNC(=S)NC(=O)CC12CC3CC(CC(C3)C1)C2
 : -10, -2, -2.2, -2, -3.1, -4.4, -3, 1, -0.8
57. O=C(CSc1nc2c(c(=O)n1-c1ccc(Cl)cc1)SCC2)NCc1ccco1
 : -8, 5, -2.4, 1, -2.4, -3.8, -6, -3, -1.4
58. Cn1c(/C=C/c2ccc(Cl)cc2)nc2ccccc2c1=O
 : -17, -5, -0.5, 39, -0.4, -1.3, 20, -1, 0.2
59. COc1ccc(NC(=O)CSc2ccc(-c3ccccn3)nn2)cc1OC
 : -5, -7, 0.1, -1, -0.2, -6.3, -10, 11, 0.3

Quoted at random: two records from the list
The line under a structure holds: FID counter, HCV NS3 hel inh, OXTR agonist, PHOSPHO1 block, VIM-2 inh, IMP-1 inh, GPR7 antagonist, GalR3 antagonist, V1aR counter
37. Cc1ccc(N(CC(=O)Nc2c(C)cccc2C)S(C)(=O)=O)cc1
 : -8, 8, 0.2, 24, -2.2, -0.7, 0, -10, 0.9
39. Cn1c2c(c(=O)n(C)c1=O)C(NC(=O)c1cccs1)(C(F)(F)F)C(=O)N2 (stereo unspecified)
 : -2, 1, 0.1, 21, -2.9, -3.3, -8, -1, 0.8
